# Jurkat NFkB inh: inhibitors of induced NF-kB luciferase reporter, primary screen, TCR NF-kB activation inhibitor project, cell-based, luminescence, uHTS | actives 0.53% (n = 330,000) | Jurkat, PMA/ionomycin-induced NF-kB luciferase reporter | inhibition, % at 4 µM; in the data active means inhibition above about 50%
# 697 NFkB inh: inhibitors of PMA/ionomycin-induced NF-kB reporter, 697 cells, primary screen, B-cell NF-kB inhibitor project, cell-based, luminescence, uHTS | inhibition, % at 4 µM | 697 B-cell NF-kB luciferase reporter, 16 h | actives 0.33% (n = 330,000); in the data active means inhibition above about 35%
# Mdm2-MdmX inh: inhibitors of human Mdm2-MdmX association, primary screen, cell-based, luminescence, split luciferase, SaOS-2, uHTS; AID 485346, 2010; Protein Mdm4 (Homo sapiens) + E3 ubiquitin-protein ligase Mdm2 (Homo sapiens), …; SaOS-2 split-luciferase Mdm2/MdmX complementation; inhibition, % at 8 µM; actives 3% (n = 330,000);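 active means inhibition of at least 50% at 8 µM in the primary screen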
# Target sequence (O15151 whole entry, looked up): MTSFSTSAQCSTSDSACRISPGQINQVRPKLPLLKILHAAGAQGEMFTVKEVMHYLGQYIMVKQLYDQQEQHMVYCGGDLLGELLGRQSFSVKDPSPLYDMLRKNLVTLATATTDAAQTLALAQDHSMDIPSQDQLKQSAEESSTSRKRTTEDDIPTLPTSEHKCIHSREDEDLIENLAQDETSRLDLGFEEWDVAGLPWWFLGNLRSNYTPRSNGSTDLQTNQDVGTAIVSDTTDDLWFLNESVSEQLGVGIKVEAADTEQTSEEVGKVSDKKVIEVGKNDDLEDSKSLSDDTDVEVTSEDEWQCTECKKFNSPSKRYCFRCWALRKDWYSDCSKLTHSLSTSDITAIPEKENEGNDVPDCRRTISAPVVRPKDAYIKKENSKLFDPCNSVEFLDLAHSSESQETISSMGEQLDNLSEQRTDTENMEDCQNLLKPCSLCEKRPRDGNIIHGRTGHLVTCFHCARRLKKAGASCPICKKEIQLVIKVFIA
# Target sequence (Q00987 whole entry, looked up): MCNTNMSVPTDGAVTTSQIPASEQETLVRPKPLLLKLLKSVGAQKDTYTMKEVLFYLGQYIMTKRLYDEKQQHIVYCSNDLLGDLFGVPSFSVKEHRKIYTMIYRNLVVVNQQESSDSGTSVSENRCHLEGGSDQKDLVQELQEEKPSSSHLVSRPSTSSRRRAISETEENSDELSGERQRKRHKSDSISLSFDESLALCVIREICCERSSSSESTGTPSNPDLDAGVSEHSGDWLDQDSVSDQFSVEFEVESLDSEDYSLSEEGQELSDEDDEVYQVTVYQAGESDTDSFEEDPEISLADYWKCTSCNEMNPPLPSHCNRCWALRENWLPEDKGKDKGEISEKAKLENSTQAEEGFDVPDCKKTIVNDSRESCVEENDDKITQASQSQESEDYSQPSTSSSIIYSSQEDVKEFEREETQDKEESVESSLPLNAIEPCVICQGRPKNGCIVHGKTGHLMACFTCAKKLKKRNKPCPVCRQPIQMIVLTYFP
# tim10-1 inh: growth inhibitors of tim10-1 mutant yeast, primary screen, luminescence, uHTS; AID 463190, 2010; inhibition, % at 20 µM; actives 2.2% (n = 330,000); S. cerevisiae tim10-1 ts strain growth, BacTiter-Glo, 24 h;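 active means inhibition of at least 40%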;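 further: mutant grown at 25 °C; 0% = DMSO wells with yeast and 100% = wells holding no yeast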
# tim23-1 inh: growth inhibitors of tim23-1 mutant yeast, primary screen, luminescence, uHTS; S. cerevisiae tim23-1 growth, BacTiter-Glo luminescence, 24 h; inhibition, % at 20 µM; actives 1.3% (n = 330,000); AID 463212, 2010;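 active means growth inhibition of the mutant yeast at or above 50%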;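 further: temperature-sensitive mutant grown at 25 °C; plate controls were DMSO-treated mutant yeast for no effect and medium wells lacking yeast for full effect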
# TIM10 inh: growth inhibitors of isogenic TIM10 control yeast, primary screen, counter-screen for tim10-1 yeast inhibitor project, luminescence, uHTS | S. cerevisiae TIM10 strain growth, BacTiter-Glo luminescence, 24 h | inhibition, % at 10 µM | actives 1.4% (n = 330,000) | AID 463195, 2010;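 active means inhibition of 40% or more at the single tested concentration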;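 further: wild-type TIM10 isogenic control strain grown at permissive 25 °C; 0% = DMSO yeast wells and 100% = minimal medium wells without yeast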
# UPR CHOP act: activators of apoptotic CHOP UPR arm, primary screen, cell-based, CHO-CHOP luciferase reporter, luminescence, uHTS; activation, % at 10 µM; UPR activation; percent of tunicamycin response over DMSO baseline; actives 0.34% (n = 330,000); AID 449763, 2010;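 active means at 10 µM dose, activation of 40% or more, normalized to positive control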;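 further: 100% = tunicamycin at 10 µg/mL and 0% = DMSO alone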
#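 Assay system: CHO-CHOP cells, stable luciferase reporter of PERK-eIF2a-CHOP signalling / Buffer or medium: F12 plus 10% serum / Compound dosing: one dose, 10 µM in 0.5% DMSO / Times: 6 h compound treatment, 37 °C / Technique: luciferase luminescence / Read-out: % reporter activation, DMSO baseline versus tunicamycin full activation / Benchmarks: tunicamycin and DMSO controls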
# XBP1 UPR activ: activators of adaptive XBP1 UPR arm, primary screen, cell-based, CHO-XBP1 luciferase reporter, luminescence, uHTS; actives 0.33% (n = 330,000); IRE1-XBP1 UPR activation; percent of tunicamycin response, DMSO as zero; activation, % at 20 µM; AID 463104, 2010;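 active means versus positive control, 20 µM dose yields 30% or more activation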;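 further: 100% = tunicamycin at 10 µg/mL and 0% = DMSO only wells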
#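 Assay system: CHO-XBP1 luciferase reporter cells; Schedule: 6 h treatment, 37 °C; Detection: glow luminescence from Steady-Glo reagent; Benchmarks: high control tunicamycin 10 µg/mL final, low control DMSO vehicle only.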
# An asterisk follows results filed as active. Compounds as they come. Share with any hit: about 6.6%.
SMILES | Jurkat NFkB inh | 697 NFkB inh | Mdm2-MdmX inh | tim10-1 inh | tim23-1 inh | TIM10 inh | UPR CHOP act | XBP1 UPR activ
CC1CN(C(=O)COC(=O)c2cccc(S(=O)(=O)N3CCc4ccccc43)c2)CC(C)O1 (stereo not drawn) | 11 | 0 | -4 | 6 | 14 | 7 | 1.2 | -1
CCc1ccc(C2=CC(c3cc(Br)ccc3F)n3ncnc3N2)cc1 (stereo not drawn) | 3 | 9 | 43 | 27 | 35 | 23 | 0.1 | 0
CCN(CC)c1ccc(C(=O)OCC(=O)NC(C)(C)C)cc1 | 11 | 3 | 6 | 16 | 19 | 1 | 1.9 | -2
CCCCc1c(O)n2c(nc3ccccc32)[nH]c1=O | -11 | 5 | -13 | -4 | -8 | -12 | 1.3 | -2
O=C(CSc1nc2ccccc2s1)NNC(=S)Nc1ccccc1 | 8 | 10 | 1 | 21 | 21 | 20 | 2.4 | -2
Cc1ccc(NC(=O)C(=O)NN)cc1 | 3 | 6 | 5 | -9 | 14 | -4 | 0.4 | 0
O=C(O)CNC(=S)N(Cc1ccccc1)Cc1cccnc1 | -13 | 21 | -9 | -5 | 13 | 9 | 0.2 | 1
CC1(C)CC2CC(C)(CN2C(=O)COc2cccc3ccccc23)C1 (stereo not drawn) | 12 | 0 | 5 | 27 | 26 | 29 | -0.7 | 0
Cc1nnc(SCc2ccc(Cl)cc2)n1CC1CCCO1 (stereo not drawn) | -9 | 12 | -2 | 12 | -4 | -6 | 0.9 | 0
COc1nc(N(C)C)nc(N(C#N)CCOC(C)=O)n1 | 7 | 17 | -22 | -6 | -8 | -16 | 0.2 | -1
C=CCN(C)NC(=O)Nc1ccccc1 | 4 | 25 | 22 | -5 | 6 | 1 | -0.8 | -3
COc1ccc2c(c1)CCC(C)N2C(=O)C(=O)c1c[nH]c2ccccc12 (stereo not drawn) | 11 | -1 | 6 | 22 | 33 | 22 | 1.2 | 0
Cc1ccnc2nc(C(=O)Nc3ccc(N4CCOCC4)cc3)nn12 | -35 | -32 | 10 | 15 | 10 | -9 | -0.9 | 0
COc1ccccc1OCC(=O)NCC(C)NC(=O)COc1ccccc1OC (stereo not drawn) | -25 | -11 | -12 | 8 | 9 | 5 | -0.4 | -2
Clc1nc2c(ccc3ccccc32)[nH]1 | -9 | -40 | 6 | 10 | 5 | 14 | 5.8 | 0
CN1CCC(=C(c2ccccc2)c2ccc(Br)cc2)CC1 | 0 | 0 | 34 | 24 | 23 | 19 | -1.3 | 1
COc1ccc(S(=O)(=O)N(C)CC(=O)Nc2ccc3c(c2)OCCO3)cc1 | 7 | 6 | 12 | 11 | -4 | 2 | 1.8 | -4
CC(=O)c1c(OC(=O)c2ccccc2Br)ccc2c(C)cc(=O)oc12 | -7 | -26 | 14 | 28 | 16 | 21 | 2.2 | -3
COCCN(CCOC)S(=O)(=O)c1ccc(C(=O)Nc2nc(-c3ccccc3)c(C(=O)c3ccccc3)s2)cc1 | -14 | -5 | -24 | 9 | 3 | -1 | 5.9 | 0
O=C(O)c1ccc(NCc2nc3ccccc3n2Cc2ccccc2)cc1 | 4 | 7 | 16 | 6 | -13 | 4 | 0.8 | 2

# Part of the list above in order of molar mass, ascending.
SMILES | Jurkat NFkB inh | 697 NFkB inh | Mdm2-MdmX inh | tim10-1 inh | tim23-1 inh | TIM10 inh | UPR CHOP act | XBP1 UPR activ
Cc1ccnc2nc(C(=O)Nc3ccc(N4CCOCC4)cc3)nn12 | -35 | -32 | 10 | 15 | 10 | -9 | -0.9 | 0
CN1CCC(=C(c2ccccc2)c2ccc(Br)cc2)CC1 | 0 | 0 | 34 | 24 | 23 | 19 | -1.3 | 1
COCCN(CCOC)S(=O)(=O)c1ccc(C(=O)Nc2nc(-c3ccccc3)c(C(=O)c3ccccc3)s2)cc1 | -14 | -5 | -24 | 9 | 3 | -1 | 5.9 | 0

# Further records
SMILES | Jurkat NFkB inh | 697 NFkB inh | Mdm2-MdmX inh | tim10-1 inh | tim23-1 inh | TIM10 inh | UPR CHOP act | XBP1 UPR activ
CCCc1n(CC(O)COCC2CC=CCC2)c2ccccc2[n+]1C (stereo not drawn) | -12 | -1 | 20 | 4 | 10 | -19 | -1.4 | -2
CCc1ccc2nc(NC(=O)CN3C(=O)NC4(CCCC4)C3=O)sc2c1 | -51 | -80 | -16 | 8 | 16 | -1 | 4.8 | -1
COc1ccccc1N(Cc1ccccc1)S(=O)(=O)c1cccc(C(=O)Nc2cccc(C)n2)c1 | 7 | -28 | 48 | 23 | 24 | 6 | 0.0 | -3
COc1cc(NC(=O)CC(C)S(=O)(=O)c2cc3c(cc2C)NC(=O)CO3)cc(OC)c1OC (stereo not drawn) | 1 | 5 | 25 | 16 | 16 | -9 | -0.4 | -2
O=C(CCN1CCN(c2ccccc2)CC1)N/N=C/c1ccc([N+](=O)[O-])o1 | -4 | 7 | 15 | -12 | 23 | -3 | -0.9 | -2
CS(=O)(=O)N(CC(=O)N1CCCC1)Cc1ccccc1 | 1 | 14 | 7 | -7 | 11 | 5 | 1.0 | -1
CCCc1cc(=O)[nH]c(SCC(=O)N2CCOCC2)n1 | -3 | -3 | -21 | -15 | 2 | 10 | -0.6 | -5
Cc1nc2ccccc2c(=O)n1-c1ccc(NS(=O)(=O)c2ccccc2)cc1 | 4 | 14 | -17 | 13 | 7 | 16 | 1.5 | -2
O=C(CNC(=O)c1cccc(Br)c1)N/N=C/c1cccs1 | -2 | -6 | -14 | -39 | -8 | -17 | -0.1 | 0
CCC1CCC(C(=O)NNC(=O)OC)CC1 (stereo not drawn) | -4 | 6 | 22 | 2 | -3 | 3 | -1.9 | -4

# (next part)
# Order of values: Jurkat NFkB inh | 697 NFkB inh | Mdm2-MdmX inh | tim10-1 inh | tim23-1 inh | TIM10 inh | UPR CHOP act | XBP1 UPR activ
- COc1ccc(NC(=O)c2cc3ccccc3oc2=O)c(OC)c1
    -69 | -56 | -10 | 10 | 3 | 13 | 11 | 6
- CC1CCC(C(=O)NC(C(=O)N2CCc3ccccc3C2)C(C)C)CC1 (stereo not drawn)
    19 | -11 | 12 | 18 | 25 | -2 | -2.0 | -3
- CNc1c(NC(=O)C2CCC(C)CC2)c(=O)oc2ccccc12 (stereo not drawn)
    -20 | 8 | -2 | 16 | 4 | -15 | 0.9 | 2
- Cc1noc(C)c1CC(=O)N1CCCC(C(=O)c2ccc(C(C)(C)C)cc2)C1 (stereo not drawn)
    7 | -15 | 15 | 41* | 16 | 30 | -0.8 | -2
- CCN(CC)C(=O)C(=O)Nc1ccc(F)c(Cl)c1
    -35 | -13 | -19 | 7 | -1 | 6 | 2.0 | 2
- CCCc1nnc(NC(=O)CCC(=O)N2CCCCC2CC)s1 (stereo not drawn)
    -9 | 6 | 28 | 7 | 7 | 10 | -1.9 | 0
- Cc1cccc2c1c(N=NC(N)=S)c(O)n2C1OC(CO)C(O)C(O)C1O (stereo not drawn)
    12 | 2 | 5 | -2 | -6 | -8 | 2.4 | -5
- CC(=O)NC(Cc1ccc(C(C)C)cc1)C(=O)NC1CCN(c2nc(C)cc(C)n2)CC1 (stereo not drawn)
    15 | 7 | -21 | 24 | 22 | 38 | -1.5 | -1
- COc1ccc(CN2CCN(C(C)C(=O)N(C)Cc3cccc(F)c3)CC2)cc1OC (stereo not drawn)
    -24 | 5 | 17 | 10 | 8 | -9 | 0.3 | -3
- COc1ccc(CNC2=CC(=O)CC(C)(C)C2)cc1
    -8 | 17 | 11 | 8 | 2 | 0 | -3.0 | 0
- CC(c1cccnc1)N(CCN(C)C)C(=O)Nc1ccc(Cl)cc1 (stereo not drawn)
    4 | 12 | 6 | -7 | -11 | -10 | 0.5 | 2
- COc1ccc(-c2cn3c(C)c(C(=O)Nc4cccc(NC(C)=O)c4)sc3n2)cc1
    7 | -9 | 48 | 7 | 0 | 5 | 5.8 | 3
- Cc1cc(-c2ccc(C)c(S(=O)(=O)NCCN3CCC(C)CC3)c2)on1
    15 | 0 | -5 | -12 | -6 | 7 | -0.9 | -3
- N/C(=N\OC(=O)C12CC3CC(CC(C3)C1)C2)c1ccccc1
    -18 | -29 | 54* | 65* | 70* | 79* | 2.8 | 5
- CCCCNC(=O)N1CCN(C(=O)C2CCCO2)CC1 (stereo not drawn)
    22 | 6 | -1 | 1 | 1 | 0 | -0.2 | 0
- COc1ccc(-c2ccc3nnc(SCC(=O)N4CCCC4)n3n2)cc1
    2 | 4 | 14 | -5 | 1 | 3 | -0.6 | 3
- Cc1cc(=O)n(-c2ccc(Cl)cc2)c(=O)[nH]1
    -8 | 7 | 5 | -6 | 10 | -16 | 0.3 | 1
- COc1ccc(N=CC2=C(O)CCCC2=O)cc1
    9 | -5 | -8 | 3 | 9 | -3 | 3.5 | 4
- C/C(N)=C(/C#N)C(=O)CSc1nnc(C)n1-c1ccccc1
    -13 | 3 | 26 | -10 | 13 | 0 | -1.2 | -3
- CC1CN(S(=O)(=O)c2ccccc2)C(C)N1C(=O)N1CCOCC1 (stereo not drawn)
    13 | -3 | 6 | -15 | -5 | -5 | 3.2 | -1
- C[C@H](O)C(=O)C1=Nc2c(nc(N)[nH]c2=O)NC1
    -14 | -11 | -8 | 14 | 8 | 4 | -1.8 | -1
- Cc1cc(Nc2cccc(F)c2)n2c(n1)nc1ccccc12
    4 | -28 | 29 | -1 | 1 | 2 | 0.4 | 7
- Cc1ccc(C(c2sc3nc(C)nn3c2O)N2CCN(c3ccccc3F)CC2)cc1 (stereo not drawn)
    -2 | -13 | 6 | 13 | -11 | 19 | 0.5 | -1
- CCn1cnc2cc(NCc3ccncc3)ccc21
    -30 | -37 | -2 | 6 | 12 | -2 | 0.2 | 3
- O=c1cc(-c2ccc(F)cc2)oc2ccccc12
    -60 | -66 | -34 | -10 | -4 | 8 | 6.2 | -1
- CN(C)c1nc(N)nc(CSc2n[nH]c(-c3ccccc3)n2)n1
    1 | -22 | -7 | 19 | 8 | -2 | 0.6 | 8
- COC(=O)N/N=C/c1cccnc1
    13 | 7 | 3 | 7 | 9 | 2 | -2.0 | -2
- CC(Cc1c[nH]c2ccccc12)NC(=O)C1CCCNC1=O (stereo not drawn)
    -13 | -6 | 11 | -5 | 13 | 0 | 0.0 | 3
- CC1SC(c2ccc(F)cc2)N(CCc2ccccc2)C1=O (stereo not drawn)
    -6 | -14 | -36 | 30 | 27 | 0 | 2.0 | 1
- Nn1c(COc2ccc(Cl)cc2)nc2ccccc2c1=O
    -63 | -52 | -28 | -12 | 8 | -23 | 5.1 | -2
- CN(C)CCn1c(C(=O)O)cc2ccccc21
    -23 | -27 | -21 | 17 | 7 | -6 | -0.2 | -3
- CCC(C)NC(=O)CC(c1ccccc1)c1cc(C)ccc1O (stereo not drawn)
    5 | -2 | -15 | 11 | 18 | 11 | 0.5 | -1
- CC(CCN1CCC(n2nccc2NC(=O)c2ccccc2Cl)CC1)c1ccccc1 (stereo not drawn)
    19 | -10 | 28 | -1 | -6 | 2 | -0.7 | -4

# Given as labelled records: 2 of the compounds above.
> COC(=O)N/N=C/c1cccnc1
- Jurkat NFkB inh: 13
- 697 NFkB inh: 7
- Mdm2-MdmX inh: 3
- tim10-1 inh: 7
- tim23-1 inh: 9
- TIM10 inh: 2
- UPR CHOP act: -2.0
- XBP1 UPR activ: -2
> CC(Cc1c[nH]c2ccccc12)NC(=O)C1CCCNC1=O (stereo not drawn)
- Jurkat NFkB inh: -13
- 697 NFkB inh: -6
- Mdm2-MdmX inh: 11
- tim10-1 inh: -5
- tim23-1 inh: 13
- TIM10 inh: 0
- UPR CHOP act: 0.0
- XBP1 UPR activ: 3

# Compound activity as filed in PubChem.
